# Assay outcomes as filed in PubChem BioAssay.
# HSF-1 GFP decrease = GFP reporter loss versus dox-driven RFP – NIH3T3 R4 cells, cherry-pick, set 3, dose response (AID 493083); NIH3T3 R4 HSF-1 GFP reporter, heat shock, 48 h; hit rate 4% among 2,400; AC50 in µM for hits, for the others activity change, negative = inhibition, % at the top dose, mostly 19.5 µM;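 active = compounds lowering signal whose fitted AC50 is at most ten times the top tested dose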;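 also: 0% = neutral control wells and -100% = didemnin B positive control; many of its hits are not listed in these tables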
# The depositor's hits bear a star. An excerpt. The share of hits here may be higher or lower than overall.
# Preview:
SMILES,HSF-1 GFP decrease
Nc1ncnc2c1ccn2[C@@H]1O[C@H](CO)[C@@H](O)[C@H]1O,10µM*
O=C(c1ccc(Cl)cc1)C1CCCN(Cc2ccc3c(c2)OCCO3)C1 (stereo not given),-4%

# The list itself (from the top)
SMILES,HSF-1 GFP decrease
Nc1ncnc2c1ccn2[C@@H]1O[C@H](CO)[C@@H](O)[C@H]1O,10µM*
O=C(c1ccc(Cl)cc1)C1CCCN(Cc2ccc3c(c2)OCCO3)C1 (stereo not given),-4%
O=c1[nH]c(O)c(N=Nc2ccc3c(c2)OCCO3)c(=O)[nH]1,0%
C[C@H]1C[C@@H](C)C(=O)[C@@H]([C@H](O)CC2CC(=O)NC(=O)C2)C1,0.34µM*
O=C(CN1CC(c2ccccc2)CC1=O)NCc1ccc(F)cc1 (stereo not given),-8%
CC12CCC3C(CC=C4CC5(CCC43C)OCCO5)C1CCC2=O (stereo not given),1%

# Reformatted with each value named: part of the list above
> Nc1ncnc2c1ccn2[C@@H]1O[C@H](CO)[C@@H](O)[C@H]1O
  HSF-1 GFP decrease: 10µM*
> O=c1[nH]c(O)c(N=Nc2ccc3c(c2)OCCO3)c(=O)[nH]1
  HSF-1 GFP decrease: 0%
